N-glyco inh = increase of ERlucT glycosylation luciferase signal, primary screen, N-linked glycosylation inhibitor project, D54 ERlucT cells, luminescence, set 2; 360,000 compounds, 0.23% hits; D54 ERlucT glycosylation luciferase reporter, 24 h; percent of 100 nM tunicamycin response; reporter increase, % at 12.5 µM;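 active = mean luciferase reporter signal, scaled so untreated is 0 and the glycosylation-blocking control 100, at or above a set limit in every replicate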;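 also: luciferase carries N-glycosylation sites so blocking glycosylation raises the light; 0% = median of neutral control wells and 100% = median of 100 nM tunicamycin wells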
ABHD5-PLIN5 inh = ABHD5-PLIN5 interaction inhibitors, primary screen, cell lysate, split luciferase complementation, luminescence; 360,000 compounds, 0.78% hits; inhibition, % at 4 µM; Perilipin-5 (Homo sapiens) + 1-acylglycerol-3-phosphate O-acyltransferase ABHD5 (Homo …; Split G. princeps luciferase complementation, 4 h; AID 602281, 2012;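 active = inhibition above the mean inhibition across every tested compound plus 3 SD, cut at about 22% in these data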;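 also: 0% = DMSO only wells and the 100% control is not disclosed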
Target sequence (Q00G26 whole entry, looked up): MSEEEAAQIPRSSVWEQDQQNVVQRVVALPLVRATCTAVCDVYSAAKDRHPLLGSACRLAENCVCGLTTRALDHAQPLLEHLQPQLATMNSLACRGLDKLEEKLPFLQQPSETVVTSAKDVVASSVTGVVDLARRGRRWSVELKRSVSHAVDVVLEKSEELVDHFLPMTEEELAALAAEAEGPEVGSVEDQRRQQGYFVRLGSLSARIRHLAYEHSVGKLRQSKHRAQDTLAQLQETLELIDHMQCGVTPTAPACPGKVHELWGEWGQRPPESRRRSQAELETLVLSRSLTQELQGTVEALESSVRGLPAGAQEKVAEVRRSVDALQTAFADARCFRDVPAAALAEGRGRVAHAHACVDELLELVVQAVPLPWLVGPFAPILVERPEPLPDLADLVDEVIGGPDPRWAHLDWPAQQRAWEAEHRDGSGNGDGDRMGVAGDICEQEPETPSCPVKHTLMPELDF
Target sequence (Q8WTS1 whole entry, looked up): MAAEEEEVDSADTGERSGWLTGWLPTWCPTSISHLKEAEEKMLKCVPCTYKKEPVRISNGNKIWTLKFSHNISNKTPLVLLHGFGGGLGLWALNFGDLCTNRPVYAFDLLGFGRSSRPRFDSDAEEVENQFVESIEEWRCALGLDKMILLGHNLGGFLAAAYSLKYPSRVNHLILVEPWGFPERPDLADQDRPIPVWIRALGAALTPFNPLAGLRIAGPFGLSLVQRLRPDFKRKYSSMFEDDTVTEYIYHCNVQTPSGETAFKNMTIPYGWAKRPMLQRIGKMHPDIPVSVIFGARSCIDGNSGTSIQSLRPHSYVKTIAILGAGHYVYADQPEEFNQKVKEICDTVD
H9c2 protect = cardioprotection against H2O2-induced cell death, primary screen, uHTS, H9c2 cells, ATPLite luminescence; H9c2 cardiomyocytes, H2O2 injury protection, 2 h; protection from H2O2 cell death, % at 20 µM; 360,000 compounds, 0.63% hits;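 active = compounds giving at least 50% protection of heart cells from peroxide-induced death in the single-dose screen, raw or plate-pattern-corrected value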;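 also: 0% = DMSO wells with peroxide and 100% = DMSO wells without peroxide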
TLR9-MyD88 block = inhibitors of TLR9-MyD88 association in cells, primary screen, cell-based, CHO, BLA complementation, fluorescence; AID 504734, 2011; inhibition, % at 4.98 µM; Toll-like receptor 9 (Homo sapiens) + Myeloid differentiation primary response protein …; CCF4 FRET ratio; 340,000 compounds, 0.21% hits;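 active = inhibition above the mean over all tested compounds plus 3 SD, cut at about 21% in these data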;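 also: 0% = DMSO only wells and 100% = clavulanate BLA inhibitor control wells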
NOD2 RIPK2 PPI = NOD2-RIPK2 binding disruptors in cells, primary screen, fluorescence, CHO cells, BLA complementation; Receptor-interacting serine/threonine-protein kinase 2 (Homo sapiens), O43353; CCF4 ratio; inhibition, % at 4.98 µM; 360,000 compounds, 0.38% hits; in the data active = inhibition above about 21%;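 also: 0% = vehicle only and 100% = reference blocker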
ABCB6 inh MLPCN = ABCB6 transporter inhibitors, primary screen, K562-ABCB6 cells, flow cytometry, MLPCN library | ATP-binding cassette sub-family B member 6 (Homo sapiens), Q9NP58 | K562-ABCB6 porphyrin accumulation, 1 h; stronger effect = lower value | fluorescence ratio to DMSO, % at 10 µM | 360,000 compounds, 0.19% hits | AID 602162, 2011;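 active = fluorescence ratio to DMSO below 75%, the collection mean minus 3 SD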;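 also: signal is porphyrin accumulated inside mitochondria; 100% equals median channel fluorescence of DMSO control wells; lower ratio means ABCB6 inhibition with less porphyrin fluorescence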
MC4R barr agon = MC4R agonists recruiting beta-arrestin, primary screen, cell-based, luminescence, agonist arm of biased-ligand search | U2OS MC4R beta-arrestin complementation; percent of melanotan II response, DMSO zero | 360,000 compounds, 0.98% hits | AID 540308, 2011 | Melanocortin receptor 4 (Homo sapiens), P32245 | activation, % at 8.9 µM;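 active = activation above a per-plate cutoff, the mean activation of sample wells on that plate plus 3 SD, cut at about 8% in these data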
m5-HT2A agonist = mouse Htr2a agonists via beta-arrestin recruitment, primary screen, cell-based, luminescence. 5-hydroxytryptamine receptor 2A (Mus musculus), P35363. CHO-K1 mHTR2A beta-arrestin complementation; percent of 30 µM serotonin response. activation, % at 7.6 µM. 360,000 compounds, 0.66% hits;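 active = activation above a run cutoff, the mean activation of all tested compounds plus 3 SD, cut at about 14% in these data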;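 also: 0% = plate median of compound wells and 100% = 30 µM serotonin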
MC4R antagonist = MC4R antagonists of cAMP signaling, primary screen, cell-based, TR-FRET, antagonist arm of biased-ligand search. Melanocortin receptor 4 (Homo sapiens), P32245. MC4R-expressing cells, MTII-stimulated cAMP, LANCE TR-FRET. inhibition, % at 6.5 µM. 360,000 compounds, 0.48% hits. AID 540295, 2011;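 active = inhibition above its plate's cutoff, the mean of tested wells on that plate plus 3 SD, cut at about 29% in these data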;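 also: 0% = Melanotan II alone and 100% = Melanotan II plus saturating MCL0020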
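Assay system: human MC4R-expressing U2OS cells; reagent: Melanotan II stimulation of cells; dosing: 6.5 µM single dose; timing: compound 30 min, challenge 1 h, detection 1 h; signal: TR-FRET cAMP assay; replicates: one well per compound, no replicates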
NCOA2 inhibitor = inhibition of GAL4-SRC2 driven luciferase reporter, primary screen, SRC2 inhibitor project, cell-based, luminescence | AID 651957, 2012 | 370,000 compounds, 0.17% hits | HEK293 GAL4-SRC2 luciferase reporter | inhibition, % at 9 µM;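 active = inhibition above the mean inhibition of all tested compounds plus 3 SD, set per campaign, cut at about 52% in these data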;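 also: 0% = DMSO treated cells and 100% = cells given Gossypol at 36 µM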
Numbers without * were called inactive; · = not tested or not shown.

SMILES | N-glyco inh | ABHD5-PLIN5 inh | H9c2 protect | TLR9-MyD88 block | NOD2 RIPK2 PPI | ABCB6 inh MLPCN | MC4R barr agon | m5-HT2A agonist | MC4R antagonist | NCOA2 inhibitor
CC(NC(=O)c1ccccc1N)c1ccccc1 (stereo not given) | 0.7 | -0.4 | 4.6 | 5.0 | 2.5 | 98.0 | 0.0 | -0.4 | -1.6 | -12.7
c1ccc(CNc2ncnc3nc[nH]c23)nc1 | -0.2 | 3.0 | 0.1 | 3.8 | 5.4 | 100.0 | -1.1 | 0.9 | 5.4 | -0.5
COc1cc(OC)cc(C(=O)NC(C(=O)N2CCC2)C(C)C)c1 (stereo not given) | 0.0 | -11.7 | 3.2 | 6.9 | -11.4 | 98.0 | 2.9 | 14.4 | 3.4 | -4.2
Cc1cc(C(=O)COC(=O)c2cc(Cl)ccc2N)c(C)n1Cc1ccco1 | -8.1 | 15.0 | -19.2 | -15.0 | 5.5 | 86.0 | 0.9 | -3.2 | -5.5 | -29.1
CCCOc1ccc(C(=O)Nc2c[nH]c(=O)[nH]c2=O)cc1 | 2.9 | 5.3 | 3.2 | 5.2 | -3.8 | 99.0 | -3.3 | 5.7 | 4.5 | 4.1
Cc1c(C(=O)O)cnc2c([N+](=O)[O-])cnn12 | 1.2 | 3.8 | -4.2 | 10.5 | -9.1 | 98.0 | -2.0 | 0.7 | 0.3 | 2.1
CN(c1ccccc1)S(=O)(=O)c1ccc(C(=O)Nc2nnc(C3CC3)o2)cc1 | 0.6 | 4.0 | 10.0 | 0.5 | -15.4 | 103.0 | -3.1 | 3.4 | -4.9 | -16.0
O=C1/C(=C/c2ccncc2)SC(=S)N1Cc1ccccc1 | 8.0 | 15.9 | -11.6 | -4.2 | 1.3 | 100.0 | -3.3 | 0.1 | -5.1 | 0.1
COc1ccc(CC(=O)OCC(=O)c2ccc(F)cc2)cc1 | 0.9 | 8.3 | -2.1 | -8.4 | -6.6 | 98.0 | -1.1 | -1.4 | -5.8 | -42.1
O=C(N/N=C/c1ccc(F)cc1)c1c(O)c2ccccc2[nH]c1=O | -0.5 | -3.3 | -16.9 | -1.8 | -2.5 | 103.0 | -1.5 | 4.6 | 5.4 | -7.6
COCCC(=O)N1CCC(n2nccc2NC(=O)CCc2ccccc2)CC1 | 0.5 | 1.8 | 0.1 | -3.4 | -2.5 | 98.0 | -3.6 | 2.4 | -7.6 | -13.5
O=C(CSc1nc2ccccc2c(=O)n1NC(=O)Cc1ccccc1)NCc1ccccc1Cl | 1.3 | -0.6 | 1.3 | -5.9 | 3.6 | 99.0 | -1.8 | -2.3 | 2.4 | -11.3
COc1ccc(C(=O)COC(=O)CCN=C2NS(=O)(=O)c3ccccc32)cc1OC | 1.1 | -1.1 | -2.0 | -5.5 | -0.7 | 94.0 | -2.4 | -0.7 | 4.0 | -18.1
COC(=O)c1ccc(NC(=O)COc2ccc(S(=O)(=O)NC(C)C)cc2)cc1 | 1.6 | 0.2 | -3.7 | -2.4 | -3.2 | 99.0 | -0.3 | -4.6 | 10.3 | -22.4
CNc1cncc(-c2cccc(OC)c2F)n1 | -1.8 | -3.8 | 0.0 | · | -2.0 | 98.0 | -0.8 | 5.4 | -2.6 | -33.5
CCN(CC)C(=O)n1cnc(-c2ccccc2)c1-c1ccccc1 | 0.3 | -0.4 | -1.4 | 7.0 | -4.2 | 91.0 | -1.6 | 6.6 | -3.1 | 3.6
CC(c1nnnn1C(C)(C)C)N(Cc1cccnc1)Cc1ccccc1Cl (stereo not given) | -1.3 | 10.9 | -6.0 | -8.7 | 10.1 | 93.0 | -1.6 | 4.3 | 0.5 | 14.0
O=C(Nc1cccc(S(=O)(=O)NC2=NCCCCC2)c1)c1cc(-c2ccco2)nc2ccccc12 | 2.4 | 6.5 | 3.8 | 6.6 | -7.1 | 97.0 | 0.0 | 0.2 | 7.4 | 2.8
CC(C)Oc1ccc(N2C(=O)c3ccccc3C2=O)cc1 | 0.3 | -2.7 | 1.2 | -5.5 | -2.1 | 95.0 | 0.9 | 0.7 | 5.8 | 15.7
COC(=O)C1(Cc2cc(-c3ccccc3)no2)CCN(C(=O)OC(C)(C)C)CC1 | 1.7 | 3.3 | -11.0 | -9.9 | 1.3 | 97.0 | 1.1 | 2.9 | -0.8 | -11.1
COc1ccc(C(=O)Nn2c(CCC(=O)O)ccc2-c2ccc(C)cc2)cc1OC | -1.6 | 11.5 | 5.5 | -11.1 | 0.3 | 99.0 | -1.0 | 0.5 | 14.0 | -8.0
CCOc1ccc(S(=O)(=O)NCCC(=O)OCC(=O)c2ccc[nH]2)cc1 | 0.8 | -2.0 | -5.3 | -11.3 | -0.5 | 92.0 | 2.5 | -2.7 | 21.5 | -23.0
Cn1c(=O)c2c(nc(CN3CCN(c4ccccc4)CC3)n2Cc2c(F)cccc2Cl)n(C)c1=O | 0.4 | -0.1 | 7.7 | -0.8 | -2.7 | 98.0 | 0.1 | 1.3 | 3.3 | 0.5
CCC(CC)C(=O)Nc1cccc(-c2ccc3nncn3n2)c1 | 0.7 | 1.3 | 2.4 | 2.7 | 0.0 | 95.0 | -1.3 | 1.5 | 4.0 | 13.4
NC(=O)c1cc2ccccc2o/c1=N/NC(=O)c1cccs1 | 1.3 | -1.3 | 26.6 | -1.4 | 8.2 | 96.0 | -1.0 | -1.9 | -16.9 | -13.8

Other entries:
SMILES | N-glyco inh | ABHD5-PLIN5 inh | H9c2 protect | TLR9-MyD88 block | NOD2 RIPK2 PPI | ABCB6 inh MLPCN | MC4R barr agon | m5-HT2A agonist | MC4R antagonist | NCOA2 inhibitor
CCOc1cc(N2CCOCC2)c(OCC)cc1NC(=O)c1ccccc1 | -0.7 | -2.9 | 0.8 | 2.3 | -1.8 | 98.0 | -2.3 | -0.6 | 5.2 | -14.5
Cc1onc(-c2ccccc2Cl)c1C(=O)Nc1ccc(Cl)cn1 | -1.6 | -2.2 | 0.4 | 7.1 | 3.3 | 99.0 | -3.5 | -1.6 | -2.0 | 6.0
Fc1ccc(NC(=S)NCCc2ccccn2)cc1 | 1.4 | -0.9 | 2.0 | 4.0 | 6.8 | 98.0 | -2.0 | 4.9 | 4.7 | -16.2
O=c1c2c(ncn2C2CCCC2)n(Cc2ccccc2)c(=O)n1CCOc1ccccc1 | -7.5 | -1.9 | 8.5 | -6.5 | -7.1 | 101.0 | -0.3 | -0.1 | 3.8 | 2.5
CC(=O)Nc1ccc(S(=O)(=O)NCC(=O)OCC(=O)NC(=O)C2CCCCC2)cc1 | -2.5 | -0.7 | 1.2 | -0.8 | -5.4 | 99.0 | -0.8 | -0.6 | -1.9 | 13.2
COCCN(C(=O)CSc1nc2ccc(C)cc2[nH]1)c1c(N)n(Cc2ccccc2)c(=O)[nH]c1=O | 0.5 | 4.7 | -1.8 | 2.0 | -12.8 | 129.0 | -0.7 | 6.2 | 4.5 | 3.8
O=C(Cc1ccccc1)N/N=C/c1cccc([N+](=O)[O-])c1 | -3.0 | -4.6 | 0.8 | 1.6 | 2.9 | 103.0 | -2.8 | -6.3 | -6.0 | -1.8
COc1ccc(CNC(=O)c2cc(-n3cnnc3)ccc2Cl)cc1 | -0.6 | -4.4 | 3.4 | 3.0 | 5.3 | 85.0 | 0.5 | 1.1 | -3.0 | 1.0
CC(C)(C)N(NC(=O)OCc1ccccc1)C(=O)c1ccccc1 | 1.0 | 0.2 | -7.1 | -1.8 | -3.4 | 98.0 | 1.0 | 3.8 | -2.9 | -4.0
CCOCCCNCC(=O)Nc1ccc(OC(F)(F)F)cc1 | 2.3 | 1.6 | 0.5 | 6.0 | -13.1 | 89.0 | -2.1 | -2.1 | 3.3 | 1.9
COc1ccccc1C(=O)NC(=O)COC(=O)CCOc1ccc(C)cc1 | 1.8 | 2.5 | 2.9 | -10.2 | -1.4 | 93.0 | 0.0 | 3.0 | 2.7 | -14.5
O=[N+]([O-])c1ccc(-c2csc(N/N=C/c3cccnc3)n2)cc1 | 1.4 | -5.0 | -1.1 | -0.3 | -13.0 | 101.0 | -1.1 | -1.9 | 8.7 | 3.8
CCC/C=C/c1ccc(CN2C(C(C)C)C(=O)N(Cc3cn(Cc4ccco4)nn3)CCS2(=O)=O)cc1 (stereo not given) | 0.0 | -3.2 | -3.3 | -6.9 | 2.9 | 98.0 | 0.8 | 5.8 | 2.1 | 8.9
Cc1ccc(CSc2nnc(SCC(=O)N/N=C/c3ccc(C(=O)O)cc3)s2)cc1 | -0.2 | -2.0 | -27.3 | -1.1 | -12.7 | 100.0 | -0.4 | 0.4 | 4.4 | 23.0
O=C(NC1CC1)C1CCC(=O)N1C1CCCC1 (stereo not given) | -6.5 | -4.3 | -1.3 | 4.0 | -7.2 | 102.0 | -1.0 | -0.2 | -3.8 | -5.4
Cc1ccc2nc(N3CCC(C(=O)O)CC3)nc(-c3ccccc3)c2c1 | -0.7 | -2.3 | -2.1 | 3.9 | 9.9 | 90.0 | -0.3 | 1.9 | 20.5 | 9.7
NNc1nc(-c2ccccc2)c2cc(Br)ccc2n1 | 2.4 | 3.8 | 1.1 | -1.3 | -10.9 | 95.0 | -1.6 | 6.6 | 0.8 | 20.6
COC(=O)c1ccc(C(=O)OC)c(NC(=O)COC(=O)CCOc2ccc(C)cc2)c1 | 0.7 | 0.3 | -6.7 | -2.3 | -2.5 | 100.0 | -0.7 | 3.4 | 3.4 | -5.0
COc1ccc(/C=N/NC(=O)CSCC(=O)Nc2ccccc2)cc1OC | 0.8 | -4.8 | 1.0 | 5.1 | -2.2 | 109.0 | -1.2 | -1.4 | -1.4 | 2.9
CCOC(=O)C1(CC2CC2)CCN(Cc2ccc(OC)cc2F)CC1 | -0.6 | -3.1 | -6.2 | 3.6 | -0.5 | 109.0 | -1.3 | -2.9 | -7.9 | 29.5
CS(=O)(=O)c1ccc(Cl)c(NC(=O)COC(=O)CCN2C(=O)C3CC=CCC3C2=O)c1 (stereo not given) | 2.1 | -3.3 | 6.4 | -7.5 | -4.4 | 95.0 | -1.3 | 3.0 | 10.1 | -0.1

Assay outcomes: PubChem BioAssay, several laboratories

This is a subset, so the mix of outcomes need not match the whole.
